Source: PubChem (The Scripps Research Institute Molecular Screening Center)
PME-1 primary = PME-1 (human) inhibition. inhibition, % at 5.9 µM. recombinant PME-1, FP-Rh probe fluorescence polarization. AID 2130. 320,000 tested, 0.53% active;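 active = inhibition above the campaign mean of all compounds plus 3 SD, cut at about 26% in these data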;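 also: competitive labeling of PME-1 active site by serine hydrolase directed probe; 0% = PME-1 with DMSO and 100% = wells lacking PME-1 enzyme; inhibitors block probe labeling so polarization falls and inhibition rises; many of its hits are not listed in these tables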
PAFAH1B2 inh = blocks human PAF acetylhydrolase 1b catalytic subunit 2. inhibition, % at 3.39 µM. recombinant PAFAH1B2, FP-rhodamine activity probe, fluorescence polarization. AID 492953. 340,000 tested, 1.2% active;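 active = inhibition above the mean of all tested compounds plus 3 SD, cut at about 24% in these data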;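 also: 0% = enzyme with DMSO and 100% = wells lacking PAFAH1B2; many of its hits are not listed in these tables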
Target sequence (P68402 whole entry, looked up): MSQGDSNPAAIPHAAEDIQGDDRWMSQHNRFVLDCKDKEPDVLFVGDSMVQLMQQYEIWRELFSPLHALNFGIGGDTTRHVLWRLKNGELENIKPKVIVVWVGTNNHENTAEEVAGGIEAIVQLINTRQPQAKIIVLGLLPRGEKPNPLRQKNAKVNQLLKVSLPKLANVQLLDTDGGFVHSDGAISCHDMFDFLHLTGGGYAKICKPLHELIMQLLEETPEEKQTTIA
Fam108B counter = Fam108B inhibition, counter-screen for RBBP9 inhibitors. recombinant Fam108B, FP-Rh probe fluorescence polarization. inhibition, % at 9.51 µM. 300,000 tested, 0.33% active. AID 1947;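 active = inhibition above the screen mean inhibition plus 3 SD, computed separately per campaign, cut at about 18% in these data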;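 also: inhibitors lower polarization as less probe binds the enzyme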
pPAFAH FP inh = pPAFAH (human) enzyme inhibition | 330,000 tested, 1.5% active | Q13093 | AID 463082 | inhibition, % at 3.39 µM | recombinant pPAFAH, FP-rhodamine probe fluorescence polarization;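 active = inhibition above the mean inhibition across the screen plus 3 SD, cut at about 25% in these data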;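 also: inhibitors block binding of the rhodamine activity-based probe so polarization drops; 0% = enzyme with DMSO and 100% = wells lacking pPAFAH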
PAFAH1B3 FP inh = inhibitors of human PAFAH1B3. recombinant PAFAH1B3, FP-rhodamine probe, fluorescence polarization. 340,000 tested, 0.28% active. Q15102. inhibition, % at 3.39 µM;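 active = inhibition above the screen-wide average of all tested compounds plus 3 SD, cut at about 25% in these data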;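 also: 0% = enzyme with DMSO only and 100% = wells lacking PAFAH1B3 protein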
Target sequence (Q15102 whole entry, looked up): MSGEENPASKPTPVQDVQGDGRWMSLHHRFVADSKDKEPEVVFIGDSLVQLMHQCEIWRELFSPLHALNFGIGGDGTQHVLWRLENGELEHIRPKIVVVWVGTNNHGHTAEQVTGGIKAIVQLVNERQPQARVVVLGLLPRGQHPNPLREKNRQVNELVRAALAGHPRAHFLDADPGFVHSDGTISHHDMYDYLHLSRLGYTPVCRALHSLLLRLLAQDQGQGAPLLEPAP
PAFAH2 inh = inhibitors of human PAFAH2. 340,000 tested, 0.99% active. inhibition, % at 3.39 µM. Q99487. recombinant PAFAH2, FP-rhodamine activity probe, fluorescence polarization. AID 492956;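 active = inhibition above the mean over all tested compounds plus 3 SD, cut at about 30% in these data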;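 also: inhibitors block probe labeling of enzyme so polarization drops; 0% = enzyme with DMSO and 100% = wells lacking PAFAH2 protein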
LYPLA1 counter = LYPLA1 (human) inhibition in PME1 counter-screen; O75608; recombinant LYPLA1, FP-Rh probe fluorescence polarization; inhibition, % at 5.9 µM; 320,000 tested, 0.16% active; AID 2174;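 active = inhibition above the mean of all tested compounds plus 3 SD, set per campaign, cut at about 14% in these data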;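 also: inhibitors block serine hydrolase probe labeling of LYPLA1 so polarization falls; 0% = enzyme with DMSO and 100% = wells lacking LYPLA1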
Target sequence (O75608 whole entry, looked up): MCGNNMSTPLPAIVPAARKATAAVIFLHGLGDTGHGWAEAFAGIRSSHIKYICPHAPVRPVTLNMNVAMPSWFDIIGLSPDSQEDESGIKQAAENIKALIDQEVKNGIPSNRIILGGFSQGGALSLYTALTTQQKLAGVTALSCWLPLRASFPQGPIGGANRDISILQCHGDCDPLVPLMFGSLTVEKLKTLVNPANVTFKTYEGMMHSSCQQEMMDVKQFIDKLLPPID
PAD4 FP inh = PAD4 (human) enzyme inhibition; inhibition, % at 6.36 µM; 330,000 tested, 0.41% active; Q9UM07; recombinant PAD4, RCA probe fluorescence polarization; AID 485272;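 active = percent inhibition above a cutoff equal to the mean of all tested compounds plus 3 SD, cut at about 15% in these data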;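 also: 0% = PAD4 with RCA probe and DMSO and 100% = probe without PAD4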
GSTO1 inh = GSTO1 inhibition, counter-screen for RBBP9 inhibitors; recombinant GSTO1, activity-based probe fluorescence polarization; inhibition, % at 5.96 µM; 300,000 tested, 1.1% active;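 active = inhibition above the campaign mean inhibition plus 3 SD, cut at about 35% in these data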;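 also: 0% = GSTO1-1 with DMSO and 100% = wells lacking GSTO1-1 enzyme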
Target sequence (P78417 whole entry, looked up): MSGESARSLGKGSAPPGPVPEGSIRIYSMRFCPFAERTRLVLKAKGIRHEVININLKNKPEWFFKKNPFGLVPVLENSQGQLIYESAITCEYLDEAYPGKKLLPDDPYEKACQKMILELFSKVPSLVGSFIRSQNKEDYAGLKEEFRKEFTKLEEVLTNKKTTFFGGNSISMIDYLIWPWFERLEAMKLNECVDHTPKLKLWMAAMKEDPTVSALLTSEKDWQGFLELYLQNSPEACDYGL
* hit, by the source's call; nt = no result given.

SMILES,PAFAH1B3 FP inh,PAD4 FP inh,PAFAH2 inh,Fam108B counter,GSTO1 inh,PME-1 primary,PAFAH1B2 inh,pPAFAH FP inh,LYPLA1 counter
O=C(COc1cccnc1[N+](=O)[O-])Nc1ccc2c(c1)CCC2,1,1,-6,-3,-5,-2,6,5,6
Cn1cccc1/C=N/NC(=O)c1ccco1,-4,5,-8,1,4,2,9,-1,0
Cc1cccc(NC(=O)NCC2CCN(c3ccc(S(=O)(=O)N4CCOCC4)cc3)CC2)c1,-3,-3,0,0,-3,2,7,4,-4
Fc1cccc(NC(=S)NCC(c2cccnc2)N2CCOCC2)c1 (centres undefined),8,-3,-10,-2,-4,-2,1,1,-5
COc1ccc(C(=S)N2CCOCC2)cc1OC(=O)c1cc([N+](=O)[O-])c(C)c([N+](=O)[O-])c1,4,4,6,5,17,-3,5,5,1
CCOc1cc(CNn2c(C)nnc2SCC(=O)NC(C)(C)C)ccc1OCC(=O)NC(C)(C)C,0,-1,3,3,-2,-3,-1,11,1
CCSc1nc(-c2ccc(OC)cc2)n(-c2nc3ccccc3s2)n1,0,4,4,-7,-7,-8,3,0,-7
Cc1c(Cl)c([N+](=O)[O-])nn1CC(=O)NCc1cccnc1,4,2,0,4,-11,4,4,4,2
COc1ccc(CCNC(=O)COC(=O)CSc2ccc([N+](=O)[O-])cc2)cc1OC,8,5,4,nt,nt,1,5,17,1
COc1ccc(C(CNC(=O)c2ccccc2C)N2CCCC2)cc1 (centres undefined),-1,-1,6,0,1,-2,7,-5,3
CCCCNC(=O)CC1Nc2ccccc2NC1=O (centres undefined),7,-5,8,-3,0,0,0,-5,1
O=C(c1cc(F)c(F)c(F)c1F)N1CCN(Cc2ccc3c(c2)OCO3)CC1,3,0,11,0,-2,2,5,4,3
CN(C)S(=O)(=O)c1cccc(NC(=S)NC23CC4CC(CC(C4)C2)C3)c1,0,3,7,-7,-5,-6,8,3,-9
Cn1c(=O)oc2cc(S(=O)(=O)Nc3ccc4c(c3)OCO4)ccc21,11,1,9,-1,11,2,-1,6,2
COc1ccc(CCNC(=O)Cc2ccc(NS(=O)(=O)c3ccc(F)cc3)cc2)cc1OC,3,0,-3,nt,nt,-4,2,8,-1
Cn1c(NCCN2CCCCC2)cc(=O)n(C)c1=O,-1,1,-3,-4,5,-3,-1,-1,-4
CC(=O)c1ccc(-c2nnc(CCC(=O)N(C)Cc3cnc4ccccn34)o2)s1,13,-3,3,-5,1,-5,5,3,-3
Cc1cc(Br)ccc1NC(=O)CN1C(=O)CCC1=O,2,-1,3,3,16,8,1,3,-3
OCc1nc2ccccc2n1C/C=C/c1ccccc1,-3,1,-7,5,11,2,-2,-5,-5
CCOC(=O)CSc1nc(-c2ccccc2)nc2ccc(F)cc12,-8,3,-10,-7,-10,-15,0,6,-3
Cc1cccc(CN2C(=O)c3ccccc3S(=O)(=O)c3ccc(C(=O)NCCCN4CCCC4)cc32)c1,-8,-2,-2,-3,-5,-5,-1,-1,-5
COc1ccccc1C1CC(c2ccccc2)=NN1S(=O)(=O)c1ccccc1 (centres undefined),3,4,6,1,-3,3,2,1,1
COc1ccc(CN2CCN(C(C)C)C(CCO)C2)cc1Cn1cncn1 (centres undefined),-5,0,8,-5,5,2,-2,0,-2
COc1ccccc1NS(=O)(=O)c1cccc2cccnc12,1,-4,-2,5,1,7,4,0,3
CC(C)NC(=O)CS(=O)(=O)c1ccccc1,-5,-4,-2,1,-6,0,-8,1,2
COC(=O)c1sccc1NC(=O)c1c(C)cc(=O)oc1C,1,-2,-1,0,-12,-7,7,-1,-6
CC(=O)OCC(=O)Nc1ccccc1C,7,1,6,1,2,-4,8,5,4
CCNC(=S)NNc1nc(N2CCOCC2)nc(N2CCOCC2)n1,4,1,4,4,10,-5,7,0,-2
O=C(c1ccccc1)c1nccc2ccccc12,0,-3,4,-3,8,-6,-1,-3,0
Cc1ccn2c(=O)c(C(=O)NC3CCCCC3C)c(O)nc2c1 (centres undefined),0,-6,3,-1,-4,1,4,-2,3
O=C(CCC(=O)N1CCOc2ccc(Cl)cc21)NCCCN1CCOCC1,-10,2,-2,-1,6,4,0,2,0
CCOC(=O)c1c(N)sc(C(O)(C(F)(F)F)C(F)(F)F)c1-c1ccc(OC)cc1OC,-3,-3,-6,-2,-3,10,1,-3,2
O=C(O)c1sc2cc(C(F)(F)F)cnc2c1-c1ccccn1,3,-5,-5,2,-9,-3,-2,1,-2
O=C(NCCCn1ccnc1)c1ccc(Cl)cc1[N+](=O)[O-],0,-4,1,-6,0,3,-2,-3,3
Cc1nc(Nc2ccccc2Br)c2nnn(Cc3ccccc3)c2n1,-2,-1,0,-3,5,2,6,6,-6
Nc1cccc(C#Cc2ccc3c(=O)c4ccccc4oc3c2)c1,-8,-5,-34,nt,nt,0,-1,1,-3
Cc1ccc(S(=O)(=O)Nc2ccc(C(=O)N3CCCC3)cc2)cc1,4,0,9,1,-1,1,18,6,-1
C/C(=N\Nc1cccc([N+](=O)[O-])c1)c1cc(F)ccc1O,5,-3,2,4,-8,17,6,12,4
CCN(CC)CCNC(=O)c1ccccc1C(=O)c1ncc[nH]1,7,0,8,2,5,-1,5,-1,-2
COc1ccc(CNC(=O)COC(=O)CN2C(=O)NC3(CCCC3)C2=O)cc1,1,0,-2,nt,nt,2,7,2,-1
COc1cccc(OC)c1C(=O)NC(=O)Nc1c(F)cc(F)cc1F,nt,-3,nt,-3,2,2,nt,4,-1
Cc1cc(C)n(CCc2nc(-c3cccs3)cs2)n1,4,-1,2,4,0,-1,2,0,-4
CCC(=O)NCCc1nc2ccccc2n1CC,-8,-3,2,4,5,3,6,1,-1
COc1ccc(CNC(=O)c2cc(-c3ccc(OC)c(OC)c3)on2)cc1,3,2,-22,-4,1,-6,-1,0,-4
COc1ccc(Cl)cc1NC(=O)CC1S/C(=N/N=C2CCCCCC2)NC1=O (centres undefined),2,-6,-5,-1,-8,-7,9,0,-2
COc1ccc(CCCc2nnc(SCC(=O)Nc3ccc(OC)cc3)o2)cc1,-1,6,-1,-2,0,-4,3,3,2
CC(=O)c1cccc(NC(=S)N2CCN(S(=O)(=O)c3ccc(F)cc3)CC2)c1,6,1,2,1,-2,2,8,7,-3
Cc1cc(NC(=O)CSc2nc(-c3ccc(Cl)cc3)cs2)no1,-6,3,-5,-2,2,0,3,0,-1
CC(Oc1ccc(Br)cc1)C(=O)NCC1(N2CCCCC2)CCCCC1 (centres undefined),-4,1,2,nt,nt,2,2,-3,2
CCOC(=O)N1CCN(C(=O)CS(=O)Cc2nc(-c3ccc(OC)c(OC)c3)oc2C)CC1 (centres undefined),5,1,-4,0,-4,-5,-2,4,4

New compounds follow
SMILES,PAFAH1B3 FP inh,PAD4 FP inh,PAFAH2 inh,Fam108B counter,GSTO1 inh,PME-1 primary,PAFAH1B2 inh,pPAFAH FP inh,LYPLA1 counter
Cc1ccn2c(NC3CCCC3)c(-c3cccs3)nc2c1,8,2,-2,6,1,2,4,5,0
Cc1cc(C)n(CC(=O)c2ccccc2)c(=O)c1C#N,2,4,-5,0,-2,-3,-2,2,-1
CCOc1ccc(NC(=O)N2CCC(NC(=O)c3ccco3)CC2)cc1,11,-2,-1,-3,1,3,0,0,1
Cc1ccc(CNC(=O)COC(=O)c2c(C)noc2C)cc1,1,1,-8,2,-1,-5,3,1,0
COc1ccc(CCNC(=O)COc2ccc(S(=O)(=O)NC(C)C)cc2Cl)cc1OC,1,1,1,0,5,4,4,8,0
O=C(Nc1cccc(OCC(=O)N2CCOCC2)c1)C1CCCCC1,1,-2,5,4,-1,-1,0,3,3
CCOc1cc2[nH]c(=S)n(Cc3ccc(C(=O)NCCCN4CCOCC4)cc3)c(=O)c2cc1OCC,1,3,-6,-3,-5,1,-3,0,-4
Cc1cc(N2CCC(C)CC2)nc2ccc(N3C(=O)CCC3=O)cc12,-4,-2,0,0,-3,-5,1,3,-1
O=C(O)CCC(=O)Nc1ccc(N2CCOCC2)cc1,-4,-17,-1,0,7,-2,0,3,-5
O=C(Nc1cc(Sc2ccccn2)cc([N+](=O)[O-])c1)c1ccc(Cl)cc1,6,-11,-35,2,-49,-30,-5,9,-17
COc1ccc(N2C(=O)CC(N3CCN(c4ccc(C(=O)c5cccnc5)cc4)CC3)C2=O)cc1 (centres undefined),1,-2,-3,0,0,-4,2,3,6
COc1ccc(Nc2nc(N3CCCC3)nc3ccccc23)c(OC)c1,6,-2,5,3,3,-4,4,7,-7
COc1cccc(-c2csc(N3CCN(C(=S)NCC(C)C)CC3)n2)c1,12,-6,-4,-1,-4,11,-1,9,1
CC(=O)Nc1ccc(S(=O)(=O)NC(=O)C23CC4CC(CC(C4)C2)C3)cc1,6,-3,5,1,-3,1,23,1,3
Cn1c(CNC(=O)c2ccccc2F)cc2ccccc21,6,-3,9,-1,-3,-1,2,7,2
COc1cccc(CNc2nc(C(F)(F)F)nc3ccccc23)c1,9,-5,-3,-5,-11,-15,-4,3,-6
CS(=O)(=O)c1ccc(Cl)c(NC(=O)COC(=O)c2c(Cl)cccc2Cl)c1,7,-3,2,0,1,12,2,-5,-2
N#C/C(=C\c1c(N2CCN(c3ccccc3)CC2)nc2ccccn2c1=O)S(=O)(=O)c1ccccc1,13,-6,-2,-3,1,0,4,6,6
COc1ccc([C@@H]2[C@@H]3C(=O)N(C(C)(C)C)C(=O)[C@@H]3[C@]3(Cc4ccccc4)C(=O)N(c4ccc(C(F)(F)F)cc4)C(=O)N23)cc1,5,0,3,-3,-2,-4,4,5,2
O=C(C1CC1)N1CCC(C(O)(c2ccccc2)c2ccccc2)CC1,6,1,-1,3,2,-4,3,6,0
CC(c1ccccc1)N(NC(=O)C(O)(c1ccccc1)c1ccccc1)C(=O)c1ccccc1 (centres undefined),-3,-4,3,-6,7,0,-2,1,-4
O=C(NCCCn1ccnc1)/C(=C\c1cccnc1)NC(=O)c1ccccc1F,-1,-5,-1,1,-2,-2,0,3,2
COc1cc2c(cc1OC)CN(C(=O)CCc1c[nH]c3ccccc13)[C@H](C(=O)O)C2,-5,-4,6,-3,7,0,3,5,-4
CCCCOc1ccc(N=Nc2ccc(N)nc2N)cn1,1,-13,6,-2,3,10,5,0,4
CCOc1ccccc1CNC(=O)C1CCN(c2nnc(C)c3c(C)n(-c4ccc(C)cc4)nc23)CC1,-5,-3,-3,4,22,3,2,6,-4
COc1ccc2cc(Br)ccc2c1CC(=O)NC1CC(C)(C)NC(C)(C)C1,8,-6,1,-6,-6,-8,4,-4,1
COc1ccccc1C(=O)OCc1ccc2sc(C)nc2c1,1,-1,8,1,-7,-1,1,2,-1
c1ccc(Nc2nc(N3CCOCC3)c3ccccc3n2)cc1,9,-1,-12,3,9,1,10,5,2
Cc1ccc(NC(=O)c2ccccc2O)cc1,0,-6,8,8,10,-4,5,-2,-3
COC(=O)c1ccc(NC(=O)c2ccco2)cc1,3,-2,-1,-4,-2,-2,4,-2,2
CCCc1cc(=O)[nH]c(SCC(=O)N(C)CC(=O)Nc2ccc(F)cc2)n1,7,2,2,nt,nt,3,5,3,3
COc1ccc(NC(=O)CN(C)C(=O)Cc2ccc3c(c2)CCC3)cc1,7,-5,3,0,4,4,5,14,-2

This is a subset; rates above refer to the full screens.
